# KDM4C inh – inhibitors of GASC-1 (KDM4C) histone demethylase, primary screen, biochemical, single concentration HTS; GST-KDM4C 2-372, H3K9me3 peptide, LANCE TR-FRET; inhibition, % at 12.5 µM; 96,000 compounds, 0.15% hits; AID 720574, 2013;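 active = mean replicate inhibition above about 25%, with at least 55% of replicates also reaching it, limit read from the data, passing the limit was not always enough; inconclusive = only one of those two conditions met; inactive = neither condition met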
# Target sequence (Q9H3R0 2-372 limits assumed): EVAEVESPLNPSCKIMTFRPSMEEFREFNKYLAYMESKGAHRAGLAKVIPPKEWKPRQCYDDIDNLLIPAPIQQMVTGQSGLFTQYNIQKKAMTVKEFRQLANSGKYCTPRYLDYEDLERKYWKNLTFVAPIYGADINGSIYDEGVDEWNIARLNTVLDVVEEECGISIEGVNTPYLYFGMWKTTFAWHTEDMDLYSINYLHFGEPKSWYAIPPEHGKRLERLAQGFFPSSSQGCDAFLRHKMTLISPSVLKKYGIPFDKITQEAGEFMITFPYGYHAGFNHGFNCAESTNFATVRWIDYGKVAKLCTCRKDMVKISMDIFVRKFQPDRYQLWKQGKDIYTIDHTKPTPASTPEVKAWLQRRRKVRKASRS
#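 Test system: N-terminal GST-fused human GASC-1 (KDM4C) fragment, residues 2-372; quantity: GASC-1 enzyme at 10 nM final in reaction; dosing: single dose; schedule: 30 min demethylation and 1 h detection at room temperature; signal: LANCE TR-FRET, excitation 340 nm, emissions 618 and 671 nm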
# Tcruzi prolif – T. cruzi intracellular proliferation inhibitors, primary screen, cell-based, beta-gal Tulahuen parasites, NIH3T3 host, luminescence; T. cruzi beta-gal in NIH3T3, GalScreen luminescence, 90 h; inhibition, % at 8.34 µM; 77,000 compounds, 5.9% hits; AID 624255, 2012;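 active = mean inhibition above about 93%, with at least 55% of replicates each passing it, limit read from the data, passing the limit was not always enough; inconclusive = only one of those two conditions holds; inactive = neither condition holds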
# C diff growth – C. difficile growth inhibitors, primary screen, HTS; Clostridium difficile clinical isolate growth, OD600, 24 h; stronger effect = lower value; growth activity, negative = inhibition, % at 16 µg/mL (by protocol); 86,000 compounds, 0.25% hits; AID 1259249, 2017;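 active = mean growth activity at or below -80% and every replicate also at or below -80%; inconclusive = mean at or below -80% but some replicate above -80%; inactive = mean growth activity above -80%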;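 also: 0% = DMSO wells and -100% = levofloxacin 16 µg/mL wells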
# Pf Dd2 growth – P. falciparum Dd2 growth inhibitors, primary screen, SYBR Green fluorescence, single dose replicates; AID 1159554, 2015; 94,000 compounds, 2.3% hits; 72 h; stronger effect = lower value; activity change, % at 10 µM; in the data active = activity change below about -80%; inconclusive = no clear call, values can overlap the other calls
# Numbers without * were called inactive; ? = inconclusive; · = no result given; & = joins results of further samples; ! = not active in a repeat.
1: CO[C@H]1CN(C)C(=O)c2cc(NC(=O)Nc3cccc(F)c3)ccc2OC[C@H](C)NC[C@H]1C
2: C[C@@H]1CN([C@@H](C)CO)S(=O)(=O)c2ccc(C3=CCCC3)cc2O[C@@H]1CN(C)C(=O)C1CCC1
3: C[C@@H]1CN([C@@H](C)CO)C(=O)CCCn2nncc2CO[C@@H]1CN(C)C(=O)Nc1ccccc1C(F)(F)F
4: O=C(CCN1CCCCC1)N[C@@H]1CC[C@@H](CCNS(=O)(=O)c2ccccc2)O[C@H]1CO
5: COc1ccc(NC(=O)Nc2cccc3c2O[C@@H](CN(C)C(=O)Nc2c(C)noc2C)[C@H](C)CN([C@@H](C)CO)C3=O)cc1
6: C[C@@H]1CCCCO[C@@H](CN(C)C(=O)Nc2ccccc2)[C@@H](C)CN([C@H](C)CO)C(=O)c2cc(NC(=O)CCC(F)(F)F)ccc2O1
7: COc1ccc(S(=O)(=O)Nc2ccc3c(c2)C(=O)N([C@H](C)CO)C[C@H](C)[C@@H](CN(C)Cc2ccccc2)OCCCC[C@@H](C)O3)cc1
8: C[C@@H]1CN([C@H](C)CO)C(=O)c2cccc(NC(=O)Nc3ccccc3)c2O[C@H]1CN(C)C

entry no.	1	2	3	4	5	6	7	8
KDM4C inh	-1.6	1.7	·	-1.4	-0.8	-0.1	-0.6	-0.3
Tcruzi prolif	40	55	2	-24	31	·	-44	13
C diff growth	·	-8	3	·	-6	6	-4	2
Pf Dd2 growth	-17	6	6	-4	33	·	2	-23

9: COCC(=O)N(C[C@@H]1N[C@H](CO)[C@H]1c1ccc(-c2cccnc2)cc1)C(C)C
10: Cc1ccc(S(=O)(=O)N(C)C[C@@H]2Oc3ccc(NC(=O)CCN4CCOCC4)cc3C(=O)N([C@H](C)CO)C[C@@H]2C)cc1
11: CC(C)C#Cc1ccc2c(c1)O[C@H](CN(C)C(=O)C1CC1)[C@H](C)CN([C@@H](C)CO)S2(=O)=O
12: O=C(C[C@H]1CC[C@H](NC(=O)CN2CCOCC2)[C@@H](CO)O1)NCCc1ccncc1
13: Cc1ccc(S(=O)(=O)Nc2ccc3c(c2)C(=O)N([C@@H](C)CO)C[C@H](C)[C@@H](CN(C)C(=O)CCC(F)(F)F)OCCCC[C@@H](C)O3)cc1
14: O=C(Nc1ccc(F)cc1)N1[C@@H]2CNC[C@H]1C2c1ccc(/C=C/c2ccccc2)cc1 (stereo partly specified)
15: CCCNC(=O)N1CC2(C1)CN(C(=O)COC)[C@@H](CO)c1c2c2ccc(OC)cc2n1C
16: C[C@@H]1CN([C@@H](C)CO)C(=O)Cc2cc(NC(=O)Nc3ccc(F)cc3)ccc2O[C@H]1CN(C)Cc1ccc(-c2ccccc2)cc1

entry no.	9	10	11	12	13	14	15	16
KDM4C inh	-0.5	0.8	-0.8	0.7	-0.6	-2.3&1.5	-0.5	-0.2
Tcruzi prolif	-39	26	·	3	51	·	·	70
C diff growth	4	-10	-5	·	·	-101*!	2	3
Pf Dd2 growth	21	-14	-6	18	-37	-9&-61	-18	-17

17: COCC(=O)N1CC(=O)N2[C@H](CO)[C@H](c3ccc(C#CCc4ccccc4)cc3)[C@@H]2C1
18: Cc1cc(C(=O)Nc2cccc3c2O[C@@H](CN(C)S(=O)(=O)c2ccc(Cl)cc2)[C@H](C)CN([C@H](C)CO)C3=O)n(C)n1
19: CCCNC(=O)N1C[C@@H](O)COC[C@H]2O[C@@H](CC(=O)N[C@@H]3CCN(Cc4ccccc4)C3)CC[C@@H]21
20: CCCN(C)C[C@@H]1Oc2cc(C#CC3CC3)ccc2S(=O)(=O)N([C@@H](C)CO)C[C@@H]1C
21: COc1ccc2c3c([nH]c2c1)[C@H](CO)N(C(C)=O)CC31CN(Cc2ccccc2Cl)C1
22: C[C@@H]1CN([C@@H](C)CO)C(=O)Cc2cc(N(C)C)ccc2O[C@@H]1CN(C)Cc1ccc(C(F)(F)F)cc1
23: OC[C@@H]1[C@@H](c2ccc(C#Cc3ccccc3F)cc2)[C@@H]2CN(CC3CCOCC3)CCCCN12
24: COCC(=O)N(C)C[C@@H]1Oc2ncc(C#Cc3ccncc3)cc2C(=O)N([C@@H](C)CO)C[C@@H]1C

entry no.	17	18	19	20	21	22	23	24
KDM4C inh	0.5	-0.5	0.6	-0.3	-0.6	0.0	-2.2	9.9
Tcruzi prolif	·	18	-34	67	·	49	72	-43
C diff growth	40	-11	3&1	18	-14	-3	-12	3
Pf Dd2 growth	-19	8	·	-61	-49	10	-7	2

# Among those listed so far, these contain an aryl methoxy group.
5: COc1ccc(NC(=O)Nc2cccc3c2O[C@@H](CN(C)C(=O)Nc2c(C)noc2C)[C@H](C)CN([C@@H](C)CO)C3=O)cc1
7: COc1ccc(S(=O)(=O)Nc2ccc3c(c2)C(=O)N([C@H](C)CO)C[C@H](C)[C@@H](CN(C)Cc2ccccc2)OCCCC[C@@H](C)O3)cc1
15: CCCNC(=O)N1CC2(C1)CN(C(=O)COC)[C@@H](CO)c1c2c2ccc(OC)cc2n1C
21: COc1ccc2c3c([nH]c2c1)[C@H](CO)N(C(C)=O)CC31CN(Cc2ccccc2Cl)C1

entry no.	5	7	15	21
KDM4C inh	-0.8	-0.6	-0.5	-0.6
Tcruzi prolif	31	-44	·	·
C diff growth	-6	-4	2	-14
Pf Dd2 growth	33	2	-18	-49

# (next part)
25: CO[C@@H]1CC[C@@H]2CCOc3c(C#N)cccc3C(=O)N(C)C[C@@H](c3ccccc3)CC(=O)N(C)C[C@H]1O2
26: COc1ccc(S(=O)(=O)Nc2cccc3c2O[C@@H](CN(C)CC2CCCCC2)[C@@H](C)CN([C@H](C)CO)C3=O)cc1
27: CCC(=O)N1C[C@@H](C)[C@H](OC)CN(C)C(=O)c2cc(NC(=O)C3CC3)ccc2OC[C@H]1C
28: C/C=C/c1ccc([C@H]2[C@H](CO)N3CCCCN(S(=O)(=O)c4cccc(C)c4)C[C@@H]23)cc1
29: C[C@@H]1CN([C@@H](C)CO)C(=O)c2cccc(NC(=O)CCCCCC(=O)Nc3ccccc3N)c2O[C@@H]1CN(C)C(=O)Nc1cccc2ccccc12
30: COc1ccc(S(=O)(=O)N2C[C@@H](O)COC[C@@H]3O[C@@H](CC(=O)NCc4ccc(Cl)c(Cl)c4)CC[C@H]32)cc1
31: O=C(C1CCCC1)N1CCCCN2[C@H](CO)[C@@H](c3ccc(-c4ccncc4)cc3)[C@H]2C1
32: C[C@@H]1CN([C@H](C)CO)C(=O)c2cc(NS(=O)(=O)c3cccs3)ccc2O[C@@H](C)CCCCO[C@@H]1CN(C)Cc1ccc(Cl)c(Cl)c1

entry no.	25	26	27	28	29	30	31	32
KDM4C inh	0.0	-1.5	-1.0	0.2	-0.5	-1.5	·	1.2
Tcruzi prolif	-41	-67	-22	118*	·	168*	?	?
C diff growth	·	2	-2	7	6	22&16	-7	3
Pf Dd2 growth	-1	-5	7	-10	-88*	-4	45	-38

33: COc1cccc(NC(=O)C[C@@H]2CC[C@@H]3[C@H](COc4ccc(NC(=O)C5CCC5)cc4C(=O)N3C)O2)c1
34: O=C(NC1CCCCC1)[C@@H]1[C@@H](CO)[C@@H]2Cn3c(cccc3=O)[C@@H]2N1C(=O)CC1CC1
35: C[C@@H]1CN([C@@H](C)CO)C(=O)c2cc(NS(=O)(=O)c3cn(C)cn3)ccc2O[C@@H](C)CCCCO[C@@H]1CN(C)Cc1ccncc1
36: O=C(NCC[C@@H]1CC[C@@H](NC(=O)c2ccccc2F)[C@H](CO)O1)c1ccc2c(c1)OCO2
37: O=C(NCC1CC1)[C@H]1[C@H](CO)[C@H]2Cn3c(ccc(-c4ccncc4)c3=O)[C@@H]1N2Cc1nccs1
38: O=C(C1CCCC1)N1[C@@H](CO)[C@@H](c2ccccc2)C12CN(Cc1ccc(F)cc1)C2
39: O=C(Nc1cccc(F)c1)N1C[C@H]2[C@@H](c3ccccc31)[C@@H](CO)N2C(=O)c1ccccn1
40: COc1ccc(S(=O)(=O)Nc2ccc3c(c2)C(=O)N([C@@H](C)CO)C[C@@H](C)[C@@H](CN(C)C(=O)Nc2ccc4c(c2)OCO4)OCCCC[C@@H](C)O3)cc1

entry no.	33	34	35	36	37	38	39	40
KDM4C inh	-0.1	0.2	19	1.6	-1.5	1.7	3.4	0.9
Tcruzi prolif	·	-9	-84	21	0	·	-3	89
C diff growth	-2	-1	0	·	2	12	1	8
Pf Dd2 growth	-32	-2	79	4	·	-28	1	-65

41: CCC(=O)Nc1ccc2c(c1)C(=O)N(C)C[C@H](OC)[C@H](C)CN(CCc1ccccc1)[C@@H](C)CO2
42: O=C(c1cccc(F)c1)N1CC(=O)N2[C@@H](CO)[C@@H](c3ccc(C4=CCCC4)cc3)[C@@H]2C1
43: C[C@@H]1CN([C@@H](C)CO)C(=O)Cc2cc(NC(=O)Nc3ccccc3)ccc2O[C@H]1CN(C)C(=O)NC1CCCCC1
44: CN(C)C(=O)C[C@@H]1CC[C@H](NC(=O)C2CC2)[C@H](CO)O1
45: COc1ccc(CN(C)C[C@@H]2Oc3ccc(NC(=O)Nc4ccccc4)cc3C(=O)N([C@H](C)CO)C[C@H]2C)cc1
46: Cc1noc(C)c1NC(=O)N(C)C[C@H]1Oc2c(NC(=O)Nc3ccc(C(F)(F)F)cc3)cccc2C(=O)N([C@@H](C)CO)C[C@H]1C
47: C[C@@H]1CN([C@H](C)CO)C(=O)Cc2cc(NS(=O)(=O)c3ccccc3)ccc2O[C@@H]1CN(C)S(=O)(=O)c1ccccc1
48: C[C@H]1CN([C@@H](C)CO)C(=O)Cc2cc(NC(=O)Cn3cnnn3)ccc2O[C@H]1CN(C)CC1CCCCC1

entry no.	41	42	43	44	45	46	47	48
KDM4C inh	0.2	2.2	2.1	-3.2	-0.2	0.7	-0.5	0.1
Tcruzi prolif	21	·	-2	·	16	90	61	-36
C diff growth	·	-3	2	-1	-3	·	4	-2
Pf Dd2 growth	17	-34	2	·	-11	-86*	5	14

49: Cc1noc(C)c1NC(=O)Nc1ccc2c(c1)C(=O)N([C@H](C)CO)C[C@H](C)[C@@H](CN(C)C(=O)Nc1ccc3c(c1)OCO3)OCCCC[C@@H](C)O2
50: CCC(=O)N(C)C[C@H]1Oc2cc(-c3cccc(OC)c3)ccc2S(=O)(=O)N([C@@H](C)CO)C[C@@H]1C
51: C[C@@H]1CN([C@@H](C)CO)C(=O)c2cc(NC(=O)CCC(F)(F)F)ccc2O[C@H]1CN(C)S(C)(=O)=O
52: C[C@@H]1CN([C@H](C)CO)C(=O)c2cccc(NS(=O)(=O)c3ccc(Cl)cc3)c2O[C@@H]1CN(C)Cc1ccc(C(=O)Nc2ccccc2N)cc1
53: O=C(Nc1ccccc1)N1C[C@@H]2[C@H](c3ccccc31)[C@@H](CO)N2Cc1ccccc1Cl
54: COc1ccc(NC(=O)N(C)C[C@H]2Oc3ccc(NC(=O)CCCCCC(=O)Nc4ccccc4N)cc3CC(=O)N([C@@H](C)CO)C[C@H]2C)cc1
55: O=C(C[C@H]1CC[C@H]2[C@@H](COC[C@H](O)CN2C(=O)c2ccccc2)O1)N1CCOCC1
56: CO[C@@H]1CN(C)C(=O)c2ccc(NC(=O)Nc3ccc(Cl)cc3)cc2OC[C@@H](C)N(C(=O)Nc2c(C)noc2C)C[C@@H]1C

entry no.	49	50	51	52	53	54	55	56
KDM4C inh	0.7	0.5	-0.3	-3.1	-1.1	-0.1	1.1	-0.9
Tcruzi prolif	26	31	14	93	28	5	28	29
C diff growth	10	-4	1	2	3	-4	2&0	·
Pf Dd2 growth	23	-10	-1	-87*	-16	16	6	-35

57: C[C@@H]1CN([C@@H](C)CO)C(=O)c2cc(NC(=O)CCN3CCOCC3)ccc2O[C@@H]1CN(C)C(=O)Nc1ccccc1
58: COc1ccccc1C(=O)N1C[C@@H]2[C@H](c3ccccc31)[C@H](CO)N2C(=O)C1CCOCC1
59: C[C@@H]1CN([C@H](C)CO)C(=O)c2cc(-c3cccc(F)c3)cnc2O[C@H]1CN(C)S(C)(=O)=O
60: C[C@@H]1CN([C@H](C)CO)C(=O)c2cc(NC(=O)Nc3ccc(F)cc3)ccc2O[C@H]1CN(C)C(=O)Nc1cccc2ccccc12
61: O=C(C[C@H]1CC[C@H]2[C@@H](COC[C@H](O)CN2Cc2cccc(Cl)c2)O1)NCc1cccc(F)c1
62: O=C(Nc1ccc(F)cc1)N1C[C@@H]2[C@H](c3ccccc31)[C@H](CO)N2C(=O)c1cccnc1

entry no.	57	58	59	60	61	62
KDM4C inh	2.8	2.4	1.2	0.3	2.6	4.5
Tcruzi prolif	33	-18	57	·	48	-8
C diff growth	-5	2	-2	2	·	4
Pf Dd2 growth	21	5	23	-25	-21	17
